Bioassay records as filed in PubChem BioAssay.
SENP1 FRET inh = human SENP1 catalytic domain inhibitors, primary screen, biochemical, FRET, uHTS | inhibition, % at 10 µM | AID 624204, 2012 | 360,000 compounds, 0.21% hits | recombinant SENP1 catalytic domain, CyPet-SUMO1-YPet FRET cleavage;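 active = inhibition at least 30% at 10 µM, raw YFP signal under a set limit, fluorescence ratio 0.5 to 1.5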;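 also: 0% = enzyme with DMSO and 100% = no enzyme wells; some results filed as inactive read as strong as hits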
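Compound: 10 µM single point, 0.5% DMSO; Test system: hSENP1 catalytic domain, recombinant; Timing: 50 min reaction at room temperature; Technique: FRET, CFP and YFP emission; Control set: no-enzyme wells low, DMSO-plus-enzyme wells high control.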
hIAP inh = human IAP inhibitors, primary screen, biochemical, luminescence, uHTS | purified IAP, CDP-Star luminescence, 30 min | inhibition, % at 10 µM | 330,000 compounds, 0.12% hits | AID 2544, 2010;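 active = inhibition reaching a set limit with compound at 10 µM in the primary screen, cut at about 35% in these data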;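 also: plate controls were DMSO wells with enzyme for no effect and no-enzyme buffer wells for full effect; values of inactives mirror those of a sister screen read the other way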
Target sequence (P09923 whole entry, looked up): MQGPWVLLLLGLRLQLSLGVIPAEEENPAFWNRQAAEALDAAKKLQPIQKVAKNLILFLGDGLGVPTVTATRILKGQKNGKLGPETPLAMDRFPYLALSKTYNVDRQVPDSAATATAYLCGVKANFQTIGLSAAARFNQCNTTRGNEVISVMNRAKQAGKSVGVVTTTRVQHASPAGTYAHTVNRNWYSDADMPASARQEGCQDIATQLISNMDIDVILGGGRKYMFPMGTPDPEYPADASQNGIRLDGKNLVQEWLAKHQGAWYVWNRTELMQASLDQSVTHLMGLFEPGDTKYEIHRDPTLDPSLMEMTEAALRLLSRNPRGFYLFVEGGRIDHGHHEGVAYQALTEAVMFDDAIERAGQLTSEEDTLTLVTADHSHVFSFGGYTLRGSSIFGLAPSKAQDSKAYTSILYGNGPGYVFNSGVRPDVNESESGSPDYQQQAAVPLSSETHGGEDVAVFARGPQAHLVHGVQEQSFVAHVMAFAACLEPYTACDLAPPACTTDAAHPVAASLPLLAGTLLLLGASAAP
mIAP inh = inhibitors of mouse IAP, primary screen, biochemical, luminescence, uHTS. purified mouse IAP, CDP-Star luminescence, 30 min. inhibition, % at 10 µM. 330,000 compounds, 0.2% hits. AID 2806, 2010;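 active = inhibition of at least 40% at 10 µM in the primary screen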;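 also: plate controls were DMSO with enzyme for no effect and no enzyme wells for full effect; values of inactives mirror those of a sister screen read the other way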
APOBEC3G inh = APOBEC3G DNA deaminase inhibitors, primary screen, biochemical, fluorescence, single-stranded DNA substrate, uHTS | DNA dC->dU-editing enzyme APOBEC-3G (Homo sapiens), Q9HC16 | recombinant A3G, ssDNA deamination FAM/TAMRA fluorescence | inhibition, % at 20 µM | 330,000 compounds, 0.28% hits | AID 493012, 2011;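 active = inhibition of at least 40% at 20 µM, with no more than 30% in the related APOBEC3A deaminase screen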;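 also: plate controls were DMSO wells with A3G for no effect and wells lacking A3G enzyme for full effect; some compounds called inactive have numbers as strong as hits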
Target sequence (Q9HC16 whole entry, looked up): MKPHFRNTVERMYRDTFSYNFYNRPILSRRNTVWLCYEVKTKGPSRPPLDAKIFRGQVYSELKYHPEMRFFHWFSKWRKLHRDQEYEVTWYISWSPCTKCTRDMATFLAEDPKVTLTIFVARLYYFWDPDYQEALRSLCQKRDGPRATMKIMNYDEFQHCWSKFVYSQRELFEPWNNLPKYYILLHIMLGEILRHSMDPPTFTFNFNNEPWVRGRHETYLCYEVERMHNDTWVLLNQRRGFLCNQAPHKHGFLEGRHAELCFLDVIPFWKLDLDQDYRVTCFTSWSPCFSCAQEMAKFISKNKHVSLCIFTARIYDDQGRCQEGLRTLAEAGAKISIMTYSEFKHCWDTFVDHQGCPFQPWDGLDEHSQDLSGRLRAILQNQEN
NLRP3 yeast inh = NALP3 inflammasome inhibitors in reconstituted yeast, primary screen, luminescence, uHTS; inhibition, % at 10 µM; 330,000 compounds, 0.39% hits; AID 2825, 2010; Yeast reconstituted NLRP3/ASC/caspase-1, beta-gal luminescence, 24 h;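 active = inhibition of 50% or more; inactive = inhibition below 50%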;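 also: plate controls were induced DMSO wells for no effect and uninduced yeast grown without galactose for full effect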
MIN6 prolif = inducers of MIN6 beta-cell proliferation, primary screen, ATP luminescence, uHTS | MIN6 cells proliferation, ATPlite luminescence, 48 h; cells starved in 0.2% serum; 100% = growth in 10% serum | proliferation, % at 10 µM | 330,000 compounds, 0.29% hits | AID 2380, 2010;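 active = compounds whose signal lies at least 3.5 SD above the mean of all wells on their plate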;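 also: 0% = DMSO-treated cells in low-serum medium and 100% = 10% serum control; some compounds called inactive have numbers as strong as hits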
mIAP act = activators of mouse IAP, primary screen, biochemical, luminescence, uHTS. 330,000 compounds, 0.24% hits. intestinal alkaline phosphatase [Mus musculus]. muIAP, CDP-Star luminescence, 30 min; hits give high values; 1 = vehicle-only enzyme signal, 0 = enzyme-free wells. activation factor at 10 µM. AID 2805, 2010;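 active = activation factor of at least 2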; also: the source names both 10 and 20 µM as test concentration; values of inactives mirror those of a sister screen read the other way
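Assay system: mouse IAP enzyme; reagent: chemiluminescent substrate CDP-Star; dosing: test compounds delivered from DMSO solution; schedule: 30 min at room temperature; measured by: luminescence from enzymatic CDP-Star hydrolysis; controls: DMSO-only wells and no-enzyme negative control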
A3A deaminase = APOBEC3A ssDNA deaminase inhibitors, primary screen, selectivity assay for APOBEC3G inhibitor project, biochemical, FAM/TAMRA oligo cleavage fluorescence. DNA dC->dU-editing enzyme APOBEC-3A (Homo sapiens), P31941. recombinant A3A, FAM/TAMRA ssDNA deamination fluorescence. inhibition, % at 20 µM. 330,000 compounds, 0.41% hits. AID 493011, 2011;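 active = at least 40% inhibition at 20 µM here, with at most 30% in a related deaminase screen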;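 also: plate controls were A3A with DMSO for no effect and wells lacking A3A enzyme for full effect; some results filed as inactive read as strong as hits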
Target sequence (P31941 whole entry, looked up): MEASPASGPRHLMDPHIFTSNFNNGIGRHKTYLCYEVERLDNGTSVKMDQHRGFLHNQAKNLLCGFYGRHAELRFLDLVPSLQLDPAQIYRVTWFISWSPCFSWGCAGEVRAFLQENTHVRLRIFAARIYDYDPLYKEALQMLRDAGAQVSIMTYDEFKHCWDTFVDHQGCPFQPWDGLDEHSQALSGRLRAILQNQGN
hIAP act = human IAP activators, primary screen, biochemical, luminescence, uHTS; Intestinal-type alkaline phosphatase (Homo sapiens), P09923; purified human IAP, CDP-Star luminescence, 30 min; hits give high values; 1 = vehicle-only enzyme, 0 = enzyme-free background; activation factor at 10 µM; 330,000 compounds, 0.16% hits; AID 2524, 2010;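 active = activation factor of the enzyme at least 2-fold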; also: the source names both 10 and 20 µM as test concentration; values of inactives mirror those of a sister screen read the other way
Starred values were filed as active, the others as inactive; nt = no result given. Not all compounds are listed (hit frequency here may not be typical).

SMILES | SENP1 FRET inh | hIAP inh | mIAP inh | APOBEC3G inh | NLRP3 yeast inh | MIN6 prolif | mIAP act | A3A deaminase | hIAP act
O=C(NCc1cccnc1)c1ccc(-c2cccc(Cl)c2Cl)o1 | -11 | 7 | 10 | -2 | 16 | 0 | 0.9 | -1 | 0.93
CSc1nnc(-c2ccccc2)o1 | 2 | -2 | -3 | 3 | -8 | 0 | 1 | 4 | 1
Cc1ccc(C)c(NC(=O)c2cnn(-c3ccccc3)c2C)c1 | -1 | -4 | -5 | -5 | 55* | -3 | 1.1 | -5 | 1
Cc1nn(Cc2ccccc2)c(C)c1NC(=O)c1cc(-c2cccs2)on1 | 1 | -15 | -5 | -6 | -1 | -2 | 1.1 | -2 | 1.2
CCCCN(C(=O)c1ccco1)c1c(N)n(CCC)c(=O)[nH]c1=O | 0 | 8 | 2 | -7 | 15 | 0 | 0.98 | -4 | 0.92
COc1ccc(NC(=O)c2noc3c2CCCCC3)cc1 | 2 | -2 | -11 | -7 | 3 | 0 | 1.1 | -1 | 1
CCN(CC)C(=O)c1c(C)[nH]c(=S)c(C#N)c1-c1ccco1 | 2 | 6 | 15 | 39 | 18 | -1 | 0.85 | 4 | 0.94
c1ccc2c(c1)[nH]c1c(N3CCCC3)ncnc12 | 0 | -9 | 0 | -6 | 13 | -1 | 0.99 | -2 | 1.1
Cc1cc(N2CCCCC2)n2nc(C)c(-c3ccccc3)c2n1 | 2 | -2 | 12 | 2 | 4 | -4 | 0.88 | 2 | 1
Cn1c(CN2CCCCC2)nc2cc(NC(=O)c3ccccc3Cl)ccc21 | 4 | 6 | -3 | -8 | 11 | -4 | 1 | -2 | 0.94
CS(=O)(=O)Nc1ccc(C(=O)Nc2ccccc2C(=O)N2CCCC2)cc1 | 1 | 8 | 8 | -1 | 7 | -3 | 0.92 | -1 | 0.92
CCN1CCN(S(=O)(=O)c2ccc(C(=O)Nc3sc4c(c3C(N)=O)CCN(CC)C4)cc2)CC1 | -28 | 12 | 7 | -10 | 19 | 6 | 0.93 | -5 | 0.88
CC(C)(C)C(=O)N1NC(=Nc2ccccc2)SC1(C)C | 2 | 14 | -8 | -3 | 17 | -2 | 1.1 | 1 | 0.86
O=C(CCCOc1ccccc1)NCc1ccco1 | 1 | -9 | -13 | 0 | 12 | 2 | 1.1 | 0 | 1.1
C=CCC[C@H](Cc1ccc(F)cc1)C(=O)O[C@H](CNC(=O)[C@@H](CC=C)CC(=O)N(CCO)Cc1ccccc1)c1ccccc1 | 2 | -1 | 1 | -7 | 16 | -5 | 0.99 | -5 | 1
O=C(C/C=N\OCc1ccc(Cl)cc1Cl)Nc1ccccc1 | 1 | 3 | -10 | -3 | 45 | -4 | 1.1 | -2 | 0.97
Cc1cccc(C)c1OCC(=O)NNC(=O)CCNC(=O)c1ccc(Br)cc1 | -1 | -67 | 2 | -7 | -2 | 5 | 0.98 | 0 | 1.7
COc1c[nH]n(-c2ccccc2)c(=O)c1=O | -1 | -10 | -16 | -6 | -1 | -2 | 1.2 | 2 | 1.1
CC1CC1C(=O)OCC(=O)Nc1cccc(S(=O)(=O)NC2=NCCCCC2)c1 (configuration not stated) | 2 | -6 | -5 | 8 | 6 | -1 | 1 | -2 | 1.1
CCc1cc2c(C)ccc(C)c2nc1SCC(=O)Nc1c[nH]c(=O)[nH]c1=O | 0 | -65 | -3 | -3 | 5 | -5 | 1 | 6 | 1.6
CCOC(=O)N1CCN(C(=O)c2ccc3c(c2)NC(=O)/C(=C\c2ccc(OC)c(OC)c2)S3)CC1 | 1 | 2 | 11 | -12 | 6 | 7 | 0.89 | -7 | 0.98
Cc1cc([N+](=O)[O-])ccc1NCc1cccc2ccccc12 | -3 | 6 | 13 | -7 | 8 | -3 | 0.87 | -4 | 0.94
CCCCCCc1nc2c(=O)[nH]c3ccccc3c2o1 | -2 | -8 | -8 | -4 | 6 | -3 | 1.1 | -1 | 1.1
O=C(NC(Cc1c[nH]c2ccccc12)C(=O)O)/C(=C/c1ccco1)NC(=O)c1ccccc1 (configuration not stated) | -1 | 11 | -8 | 3 | 16 | -3 | 1.1 | 4 | 0.89
COc1ccccc1N1CCN(C(=O)c2cc(-c3ccc4c(c3)OCO4)on2)CC1 | 3 | 0 | 5 | -5 | 4 | 3 | 0.95 | 0 | 1
COC(=O)c1ccncc1C(=O)Nc1ccc(F)cc1 | 0 | -16 | 0 | -4 | 24 | -2 | 1 | -1 | 1.2
Cc1ccccc1N=C(NO)c1nonc1N | -2 | -4 | 4 | -7 | 7 | -2 | 0.96 | -1 | 1
CCN(CC)CCN1C(=O)C(=O)/C(=C(/O)c2ccc(S(=O)(=O)N3CCOCC3)cc2)C1c1ccc(Cl)cc1 (configuration not stated) | 1 | 11 | 6 | -9 | 24 | 2 | 0.94 | -3 | 0.89
CC(=O)Nc1ccc(NC(=O)COC(=O)C2CCC(C(C)(C)C)CC2)cc1 (configuration not stated) | 1 | -12 | -31 | -7 | 6 | -2 | 1.3 | -4 | 1.1
C[C@H](CO)N1C[C@H](C)[C@@H](CN(C)C(=O)Nc2ccc3c(c2)OCO3)Oc2ccc(NC(=O)CCC(F)(F)F)cc2C1=O | 1 | -1 | -14 | -10 | 8 | -3 | 1.1 | -4 | 1
CC(C)(C)C(=O)c1sc(Nc2ccccc2)nc1N | 2 | -7 | 4 | -4 | 22 | -3 | 0.96 | -1 | 1.1
Nc1nc2nc(-c3ccc(Cl)cc3)cc(C(F)(F)F)n2n1 | -144 | 2 | -2 | -4 | -12 | 1 | 1 | -2 | 0.98
CCC(=O)N1CCc2cc(Br)cc(S(=O)(=O)NCCN3CCCCC3CC)c21 (configuration not stated) | -109 | 0 | 4 | -4 | 16 | -2 | 0.96 | 5 | 1
Cc1ccc(-c2c(NC(=O)C(C)C)n(C)c3ccccc3c2=O)cc1 | -2 | 5 | 6 | 0 | 18 | 3 | 0.94 | 5 | 0.95
CCOc1ccc(/C(O)=C2/C(=O)C(=O)N(CC3CCCO3)C2c2ccco2)cc1 (configuration not stated) | -1 | -3 | 2 | -1 | 17 | 2 | 0.98 | 1 | 1
O=C(Nc1nc2nccc(-c3ccccc3)n2n1)c1ccc(F)cc1 | 2 | 8 | -7 | 3 | 23 | -1 | 1.1 | 4 | 0.92
Cc1ccc(OCC(=O)O/N=C(\N)Cc2ccc(Cl)cc2)cc1 | 2 | -7 | -1 | -3 | 37 | -3 | 1 | -1 | 1.1
CCOC(=O)C(Cc1ccccc1)NS(=O)(=O)c1ccc(NC(C)=O)cc1 (configuration not stated) | 2 | -2 | -6 | -6 | 7 | -3 | 1.1 | -3 | 1
COc1ccc([N+](=O)[O-])cc1N(CC(=O)Nc1ccccc1C(=O)N1CCOCC1)S(C)(=O)=O | 1 | -11 | 7 | -7 | 8 | 5 | 0.93 | 0 | 1.1
O=C(c1ccco1)N1CCN(C(=O)c2nn3cccnc3c2Cl)CC1 | -1 | 13 | 8 | -7 | 4 | -1 | 0.92 | -3 | 0.87
COc1ccccc1C(=O)Nc1sc(C(=O)N2CCCC2)c(C)c1C#N | 2 | 5 | 9 | -2 | 2 | 8.8* | 0.91 | -4 | 0.95
COc1ccc(OC)c(NC(=O)C2CCN(S(=O)(=O)c3c(C)noc3C)CC2)c1 | 1 | 2 | -5 | 3 | 14 | 3 | 1.1 | 3 | 0.98
O=S(=O)(c1c(Cl)sc(Cl)c1Br)N1CCCC1 | 0 | 7 | 1 | -8 | 64* | -1 | 0.99 | -5 | 0.93
COc1ccc(C2CC(c3cccs3)=NN2S(=O)(=O)c2ccc(C)cc2)cc1 (configuration not stated) | 2 | 3 | 8 | -2 | 15 | -1 | 0.92 | -3 | 0.97
Cc1cc(NC(=O)C(C)N2C(=O)c3ccccc3S2(=O)=O)no1 (configuration not stated) | 0 | -15 | -13 | 3 | 21 | 4 | 1.1 | 0 | 1.2
COCCNC(=O)CSc1nc2cc(OC)c(OC)cc2c(=O)n1Cc1ccco1 | 1 | 11 | -1 | -5 | 15 | -1 | 1 | -5 | 0.89
COc1ccc(NC(=O)C(C)Sc2nnc3c4c(nc(-c5ccc(OC)cc5)n23)CC(C)(C)OC4)cc1 (configuration not stated) | 3 | -4 | 30 | -4 | 17 | 0 | 0.69 | 5 | 1
Cc1cccc(N2CCN(CC(=O)Nc3ccc(S(=O)(=O)N4CCOCC4)cc3)CC2)c1C | 0 | -10 | -5 | 1 | 17 | -7 | 1.1 | -2 | 1.1
Brc1cc2c(cc1Br)OCCOCCOCCOCCO2 | 1 | 3 | 3 | 2 | -1 | -2 | 0.97 | 0 | 0.97
COc1ccc(NC(=O)c2ccc3c(SCC(=O)O)c4c(nc3c2)CCCC4)cc1Cl | nt | -15 | -8 | -7 | 9 | -3 | 1.1 | -2 | 1.2

Profiles from above. Values in the order: SENP1 FRET inh	hIAP inh	mIAP inh	APOBEC3G inh	NLRP3 yeast inh	MIN6 prolif	mIAP act	A3A deaminase	hIAP act
CC(=O)Nc1ccc(NC(=O)COC(=O)C2CCC(C(C)(C)C)CC2)cc1 (configuration not stated) is listed with 1	-12	-31	-7	6	-2	1.3	-4	1.1
Cn1c(CN2CCCCC2)nc2cc(NC(=O)c3ccccc3Cl)ccc21 is listed with 4	6	-3	-8	11	-4	1	-2	0.94
COCCNC(=O)CSc1nc2cc(OC)c(OC)cc2c(=O)n1Cc1ccco1 is listed with 1	11	-1	-5	15	-1	1	-5	0.89
COC(=O)c1ccncc1C(=O)Nc1ccc(F)cc1 is listed with 0	-16	0	-4	24	-2	1	-1	1.2
CCc1cc2c(C)ccc(C)c2nc1SCC(=O)Nc1c[nH]c(=O)[nH]c1=O is listed with 0	-65	-3	-3	5	-5	1	6	1.6

The list goes on:
SMILES | SENP1 FRET inh | hIAP inh | mIAP inh | APOBEC3G inh | NLRP3 yeast inh | MIN6 prolif | mIAP act | A3A deaminase | hIAP act
CCOc1ccc(/C=N/NC(=O)c2cc(-c3ccccc3)nc3ccccc23)cc1O | 1 | 4 | 4 | -7 | -3 | -4 | 0.96 | -3 | 0.96
CC(O)Cn1nc([N+](=O)[O-])nc1N (configuration not stated) | 2 | -3 | 0 | -5 | 2 | -2 | 1 | 6 | 1
Cc1cccc(N2C(=O)CN(Cc3cccs3)C2=S)c1 | 1 | -2 | 6 | -1 | 14 | -3 | 0.94 | 2 | 1
c1ccc(Nc2cc(-c3ccccc3)nc3ncnn23)cc1 | 1 | -11 | 3 | -3 | 14 | 4 | 0.97 | 1 | 1.1
